Source: PubChem BioAssay (Broad Institute)
TcdB GH inh: TcdB glycohydrolase inhibition; 350,000 compounds, 0.24% hits; inhibition, % at 9.99 µM; P18177; TcdB glycohydrolase enzymatic assay, plate reader; in the data active = inhibition above about 10%
Numbers without * were called inactive; & = joins results of further samples.

SMILES	TcdB GH inh
C[C@H](CO)N1C[C@H](C)[C@H](CN(C)Cc2ccncc2)OCCCC[C@H](C)Oc2ccc(NC(=O)c3ccccc3)cc2C1=O	-0.8
Cc1ccc(S(=O)(=O)Nc2ccc3c(c2)C(=O)N([C@H](C)CO)C[C@H](C)[C@@H](CN(C)C(=O)C2CCCCC2)OCCCC[C@@H](C)O3)cc1	-0.2
Cc1noc(C)c1S(=O)(=O)Nc1ccc2c(c1)C(=O)N([C@@H](C)CO)C[C@@H](C)[C@@H](CN(C)S(=O)(=O)c1ccc(Cl)cc1)OCCCC[C@H](C)O2	0.5
C[C@@H]1CN([C@@H](C)CO)C(=O)c2cc(-c3ccc(F)cc3)cnc2O[C@@H]1CN(C)C(=O)c1ccc(F)cc1	3.1
CCCC#Cc1ccc([C@H]2[C@@H](CO)N3C(=O)CN(C(=O)NCCC)C[C@@H]23)cc1	0.4
CO[C@@H]1CN(C)C(=O)c2cc(NC(=O)C3CCCCC3)ccc2OC[C@@H](C)N(C(=O)Nc2ccc(C(F)(F)F)cc2)C[C@H]1C	-2.1
C[C@@H]1CN([C@@H](C)CO)C(=O)c2cc(NC(=O)C3CCCCC3)ccc2O[C@@H]1CN(C)Cc1ccc(C(F)(F)F)cc1	-1.5
COc1ccc(S(=O)(=O)Nc2ccc3c(c2)C(=O)N([C@@H](C)CO)C[C@H](C)[C@@H](CN(C)S(=O)(=O)c2ccc(C)cc2)OCCCC[C@H](C)O3)cc1	0.6
O=C(NCc1ccncc1)[C@@H]1[C@@H](CO)[C@@H]2Cn3c(ccc(-c4cccnc4)c3=O)[C@@H]2N1C(=O)C1CC1	0.2
CC(C)NC(=O)Nc1cccc2c1O[C@@H](CN(C)S(=O)(=O)c1ccc(Cl)cc1)[C@H](C)CN([C@H](C)CO)C2=O	-0.5
CC=Cc1ccc2n(c1=O)C[C@H]1[C@H](CO)[C@@H](C(=O)NCC3CCCCC3)N(C(C)=O)[C@@H]21 (mixture of isomers)	0.6
O=C(NC[C@@H]1CC[C@@H]2[C@@H](CN2Cc2cc(-c3ccccc3)on2)O1)c1ccc2c(c1)OCO2	-0.4
CC(C)CC#Cc1ccc2c(c1)O[C@@H](CN(C)Cc1ccc(F)cc1)[C@H](C)CN([C@@H](C)CO)S2(=O)=O	0.2
C[C@H]1CN([C@@H](C)CO)C(=O)c2cc(-c3cncnc3)cnc2O[C@H]1CN(C)C(=O)c1ccccc1F	0.5
O=C(C[C@H]1CC[C@H]2[C@@H](COC[C@@H](O)CN2C(=O)Nc2ccc(Cl)c(Cl)c2)O1)NC1CCC1	1.3
C[C@H](O)C#Cc1cnc2c(c1)C(=O)N([C@@H](C)CO)C[C@@H](C)[C@H](CN(C)C(=O)Nc1ccc(C(F)(F)F)cc1)O2	3.3
COc1ccc(NC(=O)N[C@@H]2CC[C@H](CCn3cc(-c4ccc(OC)cc4)nn3)O[C@H]2CO)cc1	0.2
CN1C(=O)c2cc(NC(=O)c3cnccn3)ccc2OC[C@H]2O[C@H](CC(=O)NCC3CC3)CC[C@H]21	-0.5
Cc1noc(C)c1S(=O)(=O)Nc1ccc2c(c1)C(=O)N([C@H](C)CO)C[C@@H](C)[C@H](CN(C)C(=O)c1ccncc1)OCCCC[C@@H](C)O2	0.1
C[C@@H]1CCCCO[C@@H](CN(C)C(=O)CCC(F)(F)F)[C@@H](C)CN([C@@H](C)CO)C(=O)c2cc(NC(=O)CCC(F)(F)F)ccc2O1	1.0
O=C(C[C@@H]1CC[C@H]2[C@@H](COC[C@@H](O)CN2C(=O)Nc2ccc(Cl)c(Cl)c2)O1)NCc1ccccc1	1.7
Cc1ccccc1S(=O)(=O)N1[C@H](C#N)[C@@H](c2ccc(C#CC3CC3)cc2)[C@@H]1CO	0.8
O=C(NC1CCC1)[C@H]1[C@H](CO)[C@H]2Cn3c(ccc(-c4ccccc4)c3=O)[C@H]2N1CC1CC1	0.3
C[C@@H]1CN([C@H](C)CO)C(=O)c2cccc(NC(=O)Nc3ccc(F)cc3)c2O[C@H]1CN(C)Cc1ccc(-c2ccccc2)cc1	1.0
CO[C@H]1CN(C)C(=O)c2ccc(NC(=O)C3CCOCC3)cc2OC[C@H](C)N(CC2CC2)C[C@H]1C	-2.2

Shown with bars between the fields: entries from further up.
Compound | TcdB GH inh
COc1ccc(S(=O)(=O)Nc2ccc3c(c2)C(=O)N([C@@H](C)CO)C[C@H](C)[C@@H](CN(C)S(=O)(=O)c2ccc(C)cc2)OCCCC[C@H](C)O3)cc1 | 0.6
O=C(NCc1ccncc1)[C@@H]1[C@@H](CO)[C@@H]2Cn3c(ccc(-c4cccnc4)c3=O)[C@@H]2N1C(=O)C1CC1 | 0.2

Next section:
SMILES	TcdB GH inh
C[C@@H](NC(=O)C[C@@H]1CC[C@@H]2[C@H](COC[C@H](O)CN2C)O1)c1ccccc1	-1.9
C[C@H](CO)N1C[C@H](C)[C@H](CN(C)C(=O)CCC(F)(F)F)OCCCC[C@H](C)Oc2ccc(NS(=O)(=O)c3ccc(Cl)cc3)cc2C1=O	0.6
COc1ccc2c3c(n(C)c2c1)[C@H](CO)N(C(=O)NC1CCCC1)CC31CCN(C(C)=O)CC1	-1.0
C[C@@H]1CN([C@H](C)CO)S(=O)(=O)c2ccc(C3=CCCC3)cc2O[C@H]1CN(C)C(=O)c1cccnc1	-0.6
CO[C@@H]1CN(C)C(=O)c2cc(NS(C)(=O)=O)ccc2OC[C@H](C)N(CC2CC2)C[C@@H]1C	-0.9
C[C@H](CO)N1C[C@H](C)[C@@H](CN(C)C(=O)Nc2ccc(F)cc2)Oc2cc(/C=C/c3ccccc3)ccc2S1(=O)=O	-0.6
C[C@@H]1CN([C@H](C)CO)C(=O)c2cccc(NC(=O)c3ccno3)c2O[C@H]1CN(C)S(=O)(=O)c1cccs1	0.2
CC(C)C#Cc1cnc2c(c1)C(=O)N([C@H](C)CO)C[C@H](C)[C@@H](CN(C)C(=O)Cc1ccccn1)O2	-7.5
COc1cccc(NC(=O)N(C)C[C@H]2Oc3ncc(C4=CCCCC4)cc3C(=O)N([C@H](C)CO)C[C@H]2C)c1	0.3
C[C@@H]1CCCCO[C@H](CN(C)Cc2ccccc2)[C@@H](C)CN([C@@H](C)CO)C(=O)c2cc(NC(=O)CCCN(C)C)ccc2O1	-0.8
C[C@@H]1CN([C@H](C)CO)C(=O)c2cc(NC(=O)c3ccncc3)ccc2O[C@H]1CN(C)S(=O)(=O)c1ccccc1	-0.9
C[C@@H]1CCCCO[C@H](CN(C)S(=O)(=O)c2ccccc2)[C@H](C)CN([C@@H](C)CO)C(=O)c2cc(NC(=O)Nc3ccc(F)cc3)ccc2O1	0.4
CC(C)NC(=O)N(C)C[C@H]1Oc2ccc(NC(=O)Nc3ccc(F)cc3)cc2CC(=O)N([C@@H](C)CO)C[C@@H]1C	-0.2
O=C(NC[C@@H]1N[C@@H](CO)[C@H]1c1ccccc1)C1CC1	0.6
C[C@H]1CN([C@@H](C)CO)C(=O)c2cc(C#Cc3ccccc3)cnc2O[C@H]1CN(C)S(=O)(=O)c1ccccc1F	-5.8
Cc1noc(C)c1NC(=O)Nc1ccc2c(c1)C(=O)N([C@@H](C)CO)C[C@@H](C)[C@@H](CN(C)S(=O)(=O)c1c(C)noc1C)O2	0.6
Cc1noc(C)c1S(=O)(=O)N(C)C[C@H]1OCCCC[C@H](C)Oc2ccc(NC(=O)Nc3ccc(F)cc3)cc2C(=O)N([C@@H](C)CO)C[C@@H]1C	-0.8
C[C@@H]1CN([C@@H](C)CO)C(=O)c2cc(NC(=O)Nc3ccc(C(F)(F)F)cc3)ccc2O[C@H]1CN(C)S(=O)(=O)c1ccc(Cl)cc1	-0.1
C[C@H]1CN([C@@H](C)CO)C(=O)Cc2cc(NC(=O)CCN3CCOCC3)ccc2O[C@H]1CN(C)S(=O)(=O)c1cccs1	-4.5
C[C@H](CO)N1C[C@H](C)[C@@H](CN(C)C(=O)Cc2ccccn2)Oc2ncc(-c3cncnc3)cc2C1=O	-1.4
C[C@@H]1CN([C@@H](C)CO)C(=O)c2cc(NC(=O)NC3CCCCC3)ccc2O[C@H]1CN(C)Cc1ccc(-c2ccccc2)cc1	0.5
C[C@@H]1CN([C@@H](C)CO)C(=O)Cc2cc(NS(=O)(=O)c3cccs3)ccc2O[C@H]1CN(C)C(=O)Nc1ccc2c(c1)OCO2	-0.2
C[C@H]1CCCCO[C@H](CN(C)S(=O)(=O)c2cn(C)cn2)[C@@H](C)CN([C@@H](C)CO)C(=O)c2cc(NC(=O)Nc3cccc4ccccc34)ccc2O1	-2.9
O=C(c1ccncc1)N1CC2(C1)[C@@H](c1ccccc1)[C@@H](CO)N2CC1CCOCC1	-0.3
CC(C)NC(=O)N(C)C[C@H]1Oc2cc(C#Cc3cccc(F)c3)ccc2S(=O)(=O)N([C@@H](C)CO)C[C@@H]1C	1.0

Another view of part of the listing above:
CC(C)NC(=O)N(C)C[C@H]1Oc2ccc(NC(=O)Nc3ccc(F)cc3)cc2CC(=O)N([C@@H](C)CO)C[C@@H]1C
  TcdB GH inh: -0.2
O=C(NC[C@@H]1N[C@@H](CO)[C@H]1c1ccccc1)C1CC1
  TcdB GH inh: 0.6

Grouped by structure: the entries above containing a thiophene ring, fused or not.
SMILES	TcdB GH inh
C[C@@H]1CN([C@H](C)CO)C(=O)c2cccc(NC(=O)c3ccno3)c2O[C@H]1CN(C)S(=O)(=O)c1cccs1	0.2
C[C@H]1CN([C@@H](C)CO)C(=O)Cc2cc(NC(=O)CCN3CCOCC3)ccc2O[C@H]1CN(C)S(=O)(=O)c1cccs1	-4.5
C[C@@H]1CN([C@@H](C)CO)C(=O)Cc2cc(NS(=O)(=O)c3cccs3)ccc2O[C@H]1CN(C)C(=O)Nc1ccc2c(c1)OCO2	-0.2

Next part.
SMILES	TcdB GH inh
CCS(=O)(=O)N1CC(=O)N2[C@H](CO)[C@@H](c3ccc(-c4ccccc4F)cc3)[C@H]2C1	0.3
CCS(=O)(=O)Nc1ccc2c(c1)C(=O)N(C)[C@@H]1CC[C@H](CC(=O)NCc3ccccc3F)O[C@H]1CO2	0.1
O=C(Nc1nccs1)[C@@H]1[C@@H](CO)[C@@H]2Cn3c(ccc(-c4cccnc4)c3=O)[C@@H]2N1CC1CCCC1	-0.4
Cc1ccc(S(=O)(=O)N[C@@H]2CC[C@H](CCn3cc(-c4cccnc4)nn3)O[C@@H]2CO)cc1	-1.0
O=C(C1CC1)N1C[C@H]2[C@@H](c3ccccc31)[C@@H](CO)N2C(=O)Nc1cccc(F)c1	-0.2
CCCNC(=O)N1CC2(C1)[C@@H](c1ccccc1)[C@@H](CO)N2Cc1ccc(F)cc1	0.3
CC(=O)N(C)C[C@@H]1[C@H](c2ccc(-c3cccc(C#N)c3)cc2)[C@H](CO)N1C(C)=O	1.6
O=C(C1CCOCC1)N1CC(=O)N2[C@H](C1)[C@@H](c1ccc(C#CC3CC3)cc1)[C@@H]2CO	0.0
C[C@H]1CN([C@@H](C)CO)C(=O)c2cc(-c3ccccc3)cnc2O[C@H]1CN(C)C(=O)NC1CCCC1	0.9
CCCC#Cc1ccc2c(c1)O[C@H](CN(C)C(=O)c1ccccc1F)[C@@H](C)CN([C@@H](C)CO)S2(=O)=O	0.7
Cc1ccc(-c2ccc(C3[C@@H]4CN(C(=O)Nc5ccc(C(F)(F)F)cc5)C[C@H]3N4)cc2)cc1 (stereo partly specified)	-0.9&-0.5
C[C@H](O)C#Cc1ccc2c(c1)O[C@@H](CN(C)Cc1ccccc1)[C@H](C)CN([C@@H](C)CO)S2(=O)=O	0.9
CC(=O)N(C)C[C@H]1Oc2cc(C#CC3CCCC3)ccc2S(=O)(=O)N([C@@H](C)CO)C[C@@H]1C	0.3
C/C=C/c1ccccc1[C@@H]1[C@@H](C#N)N(c2nc(CC)cs2)[C@H]1CO	0.3
Cc1ccc(S(=O)(=O)N(C)C[C@H]2OCCCC[C@@H](C)Oc3ccc(NC(=O)NC(C)C)cc3C(=O)N([C@@H](C)CO)C[C@@H]2C)cc1	2.2
CCC(=O)N1CCCCN2[C@H](CO)[C@H](c3ccc(C#Cc4ccccc4)cc3)[C@H]2C1	-0.6
O=C(C[C@H]1CC[C@H]2NC[C@H](O)COC[C@@H]2O1)N1CCc2ccccc2C1	-1.3
CO[C@@H]1CN(C)C(=O)c2ccc(NC(=O)C3CCC3)cc2OC[C@@H](C)N(C(=O)NC(C)C)C[C@@H]1C	0.6
C[C@@H]1CCCCO[C@@H](CN(C)C(=O)Cc2ccccc2)[C@@H](C)CN([C@@H](C)CO)C(=O)c2cc(NS(=O)(=O)c3ccccc3)ccc2O1	-0.7
Cc1noc(C)c1NC(=O)Nc1ccc2c(c1)CC(=O)N([C@@H](C)CO)C[C@H](C)[C@@H](CN(C)C(=O)Nc1ccc(C(F)(F)F)cc1)O2	1.2
C[C@@H]1CN([C@@H](C)CO)C(=O)c2cccc(NC(=O)Nc3ccc(C(F)(F)F)cc3)c2O[C@@H]1CN(C)C(=O)Nc1ccccc1	-0.8
C[C@H]1CN([C@@H](C)CO)C(=O)c2cc(-c3cccc(C#N)c3)cnc2O[C@H]1CN(C)Cc1ccncc1	-1.9
C[C@@H]1CN([C@@H](C)CO)C(=O)c2ccccc2-c2ccccc2CO[C@H]1CN(C)S(=O)(=O)c1ccc(C#N)cc1	0.9
CCCNC(=O)[C@H]1[C@H](CO)[C@H]2Cn3c(ccc(C4=CCCCC4)c3=O)[C@H]2N1C(=O)c1cnccn1	0.3
C[C@H](CO)N1C[C@H](C)[C@@H](CN(C)S(=O)(=O)c2cn(C)cn2)Oc2ccc(NC(=O)Cn3cnnn3)cc2CC1=O	-0.1
C[C@H](CO)N1C[C@H](C)[C@H](CN(C)C(=O)Nc2ccc(C(F)(F)F)cc2)Oc2ccc(NS(=O)(=O)c3ccccc3)cc2CC1=O	-1.4
CC(C)NC(=O)NCC[C@@H]1CC[C@@H](NC(=O)c2ccc(F)cc2)[C@H](CO)O1	1.2
Cc1ccc(S(=O)(=O)Nc2ccc3c(c2)C(=O)N([C@@H](C)CO)C[C@@H](C)[C@@H](CN(C)C(=O)Nc2ccccc2)OCCCC[C@H](C)O3)cc1	0.0
Cc1ccc(S(=O)(=O)N(C)C[C@H]2Oc3ncc(Br)cc3C(=O)N([C@@H](C)CO)C[C@@H]2C)cc1	0.3

Some of the compounds tested (hit frequency here may not be typical).
